From PubChem
Pf Dd2 inh: Plasmodium falciparum Dd2 growth inhibition; P. falciparum Dd2 growth, SYBR Green, 72 h; Potency, µM (titrated, usually from 28.9 µM), without a hit: at the highest dose activity, negative = inhibition, hits mostly inhibitors; actives 4.3% (n = 120,000); active = well fitted inhibition curve with a large enough effect; inconclusive = small, poorly fitted or top-dose-only effect; inactive = no such curve, though single readings can be large or run the other way;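 note: plate controls were DMSO vehicle for no effect and reference drug for full effect; nearly all actives have a fitted effect of over 65% in size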
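Infected erythrocytes (Dd2, 0.3% parasitemia, 2.5% hematocrit final) are added to compound in RPMI-1640/Albumax II medium, grown 72 h at 37C in low oxygen, then lysed with saponin/Triton-X containing SYBR Green and read by fluorescence.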
Active calls of the source: *; i = inactive; ? = inconclusive; & = joins results of further samples; [ ] = remark or other dose. Potency is the fitted concentration of half-maximal effect. Not all compounds are listed; count on the stated rates, not on these rows.

SMILES	Pf Dd2 inh
c1ccc(C2(c3ccccc3)CCCN(Cc3ncccn3)C2)cc1	i
CCc1ccccc1NC(=O)Cn1c(=O)c(-c2noc(C)n2)c2n(c1=O)CCCCC2	i
CC(=O)N1c2ccc(S(=O)(=O)NCC3CCC(C(=O)Nc4cc(C)ccc4C)CC3)cc2CC1C (stereo unspecified)	?
Cc1cccn2c(Nc3ccccc3)c(-c3cccs3)nc12	-25.4%
COc1cccc(CNC[C@H]2O[C@H](Cc3cc(-c4ccccc4)on3)CC[C@@H]2O)c1	2.51µM*
CCOc1cc(-c2nnc(SCC(=O)NCc3ccc(C)cc3)nc2-c2ccc(OC)c(OCC)c2)ccc1OC	13.0%
O=C(c1ccccc1F)N1CC(Oc2ccc(-c3nc(-c4ccccc4)no3)cc2)C1	-0.7%[5.79 µM]
COc1ccc(-c2nc3c4ccccc4n(CC(=O)N4CCN(c5ccccc5OC)CC4)c(=O)n3n2)cc1	22.7%
CSCCCN1C(=O)CC[C@H]2CN(C(=O)c3cccnc3)CC[C@H]21	-12.3%
CCOc1ccc(NC(=O)Cn2cccc2-c2nc(-c3ccc(F)cc3)no2)cc1	11.4%
O=C1Cc2c(-c3ccccc3)n[nH]c2CN1CC1CCOCC1	?
COC[C@H]1CCCN1Cc1nc(C2(O)CCN(C(=O)C3CCOCC3)CC2)cs1	4.5%[44.1 µM]
Cc1ccccc1OCc1nc(C2CN(C(=O)C(C)c3ccccc3)C2)no1 (stereo unspecified)	?
Cc1ncoc1C(=O)N[C@H](c1ccc2c(c1)CCO2)C1CC(O)C1 (stereo partly specified)	4.7%
CCOc1ccccc1C(=O)Nc1cc2c(cc1N1CCOCC1)n(C)c(=O)n2C	?
O=C(Nc1ccc(C2(C(=O)NCc3cccc(Cl)c3)CCC2)cc1)C1CC1	-9.3%
CC(C)NC(=O)N1Cc2ccccc2OC2(CCN(C(=O)CCC(=O)O)CC2)C1	83.2%&2.7%[activator]
FC(F)(F)CN1C2CCC1CN(c1nnnn1-c1ccccc1)C2	21.6%
Cc1ccc(-c2noc([C@@H]3Cc4nc[nH]c4CN3C(=O)CCC(=O)O)n2)cc1	-14.5%[44.1 µM]
Cc1c(C(=O)Nc2cccc(Cl)c2)oc2ccc(S(=O)(=O)N(C)C3CCCCC3)cc12	-14.8%
COc1cccc(CNC(=O)CC2CCCCN(C)C2=O)c1OC (stereo unspecified)	-9.7%
c1ccc(Nc2cc3c(cn2)CN(Cc2ccccn2)CCN3)cc1	?
O=C(c1cscn1)N1CCCC(CCc2cccc(F)c2)C1 (stereo unspecified)	-13.7%
CC(C)N1C[C@H](O)C[C@H]1c1nnc2n1CCN(C(=O)COc1ccccc1)CC2	8.6%
CN(C)C[C@@H]1CN(C)C[C@H]1NS(=O)(=O)c1ccc(C(F)(F)F)cc1	?
(more compounds)
SMILES	Pf Dd2 inh
CCCCc1ccc(NC(=O)CSc2nc3ccccc3nc2N2CCCCC2)cc1	?
CN1C[C@H](NCc2nccs2)CCC[C@@H](C(=O)N(C)Cc2cccnc2)CC1=O	16.8%[44.1 µM]
COC(=O)CSc1nc2sc3c(c2c(=O)n1Cc1ccccc1)CCC(C(C)(C)C)C3 (stereo unspecified)	16.3%
CC(=O)N1Cc2ccccc2CC2(CCCCN2CC2CCCC2)C1 (stereo unspecified)	?
COc1ccc2[nH]c(C(=O)N3CCCN(S(=O)(=O)c4ccccc4)CCC(=O)NCC3)cc2c1	12.6µM*
COc1ccc(-c2cc(C[C@H]3CNCC[C@H]3CC(=O)N(C)Cc3ccccc3)no2)cc1	10µM*
CCc1ccc(NC(=O)CCc2c(C)n(C)c3cc(-c4ccccc4C)nn3c2=O)cc1	-10.4%
O=C1CC(NCc2ccoc2)CN1CCc1cccc(Cl)c1 (stereo unspecified)	10µM*
O=C(C1CCCCC1)N1CC[C@H]2COC(=O)N2c2cc(F)ccc2C1	2.8%[44.1 µM]
COc1ccc(CN2C(=O)CO[C@H](c3ccc(NC(=O)Nc4ccccc4)cc3)[C@H]2CO)cc1	i
O=C(NCCO)C(=O)NCC(c1ccc2c(c1)OCO2)N1CCOCC1 (stereo unspecified)	0.3%
Cc1cccc(CN2C(=O)c3ccccc3Sc3ccc(C(=O)NCc4ccco4)cc32)c1	?
Cc1ccc(NC(=O)Cn2c(=O)n(CCCCCC(=O)NCc3ccc(F)cc3)c(=O)c3sccc32)cc1C	?
COc1ccc(-c2nc3c(C)cccc3cc2CN2CC[C@@H](O)C2)cc1	-25.2%
Clc1ccc(-c2cn3ncsc3n2)cc1	27.1%
CCCCCOc1ccc(NC(=O)Cc2csc(C)n2)cc1	38.3%[activator]
CCOC(=O)c1c(NC(=O)c2cc(OC)c(OC)c(OC)c2)sc2c1CCCC2	45.2%[activator]
COc1ccc(NC(=O)NC[C@H]2O[C@@H]3C[C@@H](CC(=O)NCc4nccn4C)O[C@@H]3[C@@H]2O)cc1	24.0%
COc1ccc(CNC(=O)Cc2ccc(NC(=O)N3CCSc4ncccc43)cc2)cc1OC	61.2%[activator]
CNC(=O)[C@@H]1CN(C(=O)c2nccc3ccccc23)C[C@H]1COC	17.7%
Cc1ccc(N2CC(c3noc(C4CCN(C(=O)c5ccccc5)CC4)n3)CC2=O)cc1 (stereo unspecified)	?
CCOc1ccc(NC(=O)C2CCN(C(=O)c3nnn4c3COC(c3ccc(C)cc3)C4)CC2)cc1 (stereo unspecified)	i
COc1ccccc1-n1c(-c2ccc(C)cc2)cn2c3c(=O)n(C)c(=O)n(C)c3nc12	?
CC(=O)N1Cc2ccccc2CC2(CCCCN2Cc2cccnc2)C1 (stereo unspecified)	?
CC(C)OCCCN1C(=O)c2[nH]nc(-c3ccccc3O)c2C1c1cccc(OCc2ccccc2)c1 (stereo unspecified)	5.62µM*

Compounds from the list above that contain a CF3 group (two):
SMILES	Pf Dd2 inh
FC(F)(F)CN1C2CCC1CN(c1nnnn1-c1ccccc1)C2	21.6%
CN(C)C[C@@H]1CN(C)C[C@H]1NS(=O)(=O)c1ccc(C(F)(F)F)cc1	?

(cont.)
SMILES	Pf Dd2 inh
CN1CC(=O)N(c2cccc(F)c2)Cc2c1ncnc2N1CCOCC1	?
Cc1cc(C)cc(-c2cccc(CN)c2)c1	?
O=C(CCCn1cnnn1)N[C@@H]1COCC[C@@H]1OCC1CCC1	-23.8%
Cc1ccccc1C(=O)N1CCC2(CC1)OCC(C(=O)N1CCOCC1)N2C(=O)c1ccccc1 (stereo unspecified)	27.9%
O=C(NCC1CCCCC1)c1ccc2c(c1)N(S(=O)(=O)c1ccccc1)CC2	4.47µM*
CCCc1nn2c(=O)cc(COC(=O)c3ccc(NC(=O)COc4ccc(F)cc4)cc3)nc2s1	i
COc1cccc(C(=O)N2CCC(N3C[C@H](O)C[C@H]3C(=O)N3CCc4ccccc43)CC2)c1	2.51µM*
CCc1ccc(C2CC(=O)NC(NC(=O)c3ccc(C(C)(C)C)cc3)=N2)cc1 (stereo unspecified)	3.5%
O=C1COCC2(CN1Cc1cccc(OC(F)(F)F)c1)CN(c1ccccc1F)C2	2.51µM*
COc1ccc(CCNC(=O)c2c(C)oc3ncn(CC(C)C)c(=O)c23)cc1OC	?
Cc1cc(=O)[nH]c2nnc(SCc3cccc(C(F)(F)F)c3)n12	46.5%[activator]
CCOc1ccc2c(c1)c(=O)c(S(=O)(=O)c1ccc(CC)cc1)cn2CC	-10.8%
COc1ccc(C(=O)Nc2cccc(C(=O)OCc3cc(=O)n4nc(C5CC5)sc4n3)c2)cc1	?
Clc1ccc(-c2nnc([C@H]3CCN(Cc4ccccc4)C3)o2)cc1	2.7%[44.1 µM]
COc1ccc(CCNC(=O)CSCc2nc(-c3cccc(C)c3)oc2C)cc1OC	-11.7%
COc1cc2c(cc1OCc1ccccc1)N(C(=O)C(C)C)CC21CCN(C)CC1	i
CC(C)C(=O)OC1=CN(Cc2ccccc2)S(=O)(=O)c2ccccc21	-3.5%
Cc1ccccc1NC(=O)c1cc2c([nH]c1=O)CC(C)(C)CC2=O	-3.8%
COc1ccc(-c2nnc3n2CCN(C(=O)c2ccc(Cl)nc2)C3)cc1	-13.7%
C[C@@H](NC(=O)c1ccc(Cl)cc1)c1c(-c2ccc(F)cc2)noc1C(=O)O	i
CCOC(=O)c1cccc(NC(=O)N2CCC(CN3CCCCCC3)CC2)c1	?
Cc1nc(C)c(-c2ccc(SCC(=O)Nc3cccc(C)c3C)nn2)s1	-0.7%
NC(=O)C1=NO[C@@H]2CN(CC3CCCCC3)C[C@H]12	24.6%[44.1 µM]
FC(F)(F)c1ccc(N2C3CCC2CN(Cc2ccc(-c4cccs4)cc2)C3)cc1	i
CN(Cc1cccc2[nH]ccc12)C1CCc2nn(CC3CC3)c(=O)n2CC1 (stereo unspecified)	-22.5%

In the list so far, these contain a tert-butyl group:
SMILES	Pf Dd2 inh
COC(=O)CSc1nc2sc3c(c2c(=O)n1Cc1ccccc1)CCC(C(C)(C)C)C3 (stereo unspecified)	16.3%
CCc1ccc(C2CC(=O)NC(NC(=O)c3ccc(C(C)(C)C)cc3)=N2)cc1 (stereo unspecified)	3.5%

The list goes on.
SMILES	Pf Dd2 inh
CCC(=O)N1CCN(c2nc3c(s2)CC(C(=O)Nc2ccc(CC)cc2)CC3)CC1 (stereo unspecified)	?
CN1C[C@H](NCC2CC2)CCC[C@@H](C(=O)N(C)Cc2cccnc2)CC1=O	9.6%[44.1 µM]
Cc1cc(C)cc(C(=O)N2CC(C(=O)NC3CCCCC3)C3(CCOCC3)C2)c1 (stereo unspecified)	-17.9%
O=C(NCCc1csc2nc(-c3ccccc3F)nn12)c1ccco1	18.0%
Cc1cccc(NC(=O)C(NS(=O)(=O)c2cccc3nsnc23)c2ccccc2)c1C (stereo unspecified)	i
Cc1cc(N2CCCN(c3ccncc3)CC2)n2nc(C)c(C)c2n1	?
CO[C@H]1C(=O)N(C2CCN(C(=O)c3cnccn3)CC2)[C@H]1c1ccncc1	23.1%
O=C(Cc1ccccc1F)N1CC2CC(C1)[C@H]1CCCC(=O)N1C2 (stereo partly specified)	-9.5%
O=C(c1cccc(OC2CN(Cc3cccnc3)C2)c1)N1CCCC1	?
COCCN1CCCN(C(=O)c2ccccc2Cl)c2ccccc21	?
N#Cc1cccc(CN2C[C@@H](CO)[C@H](C(=O)NC3CC3)C2)c1	?
CN(C)c1nc(-c2ccccc2)nc2c1CCN(C(=O)[C@@H](O)c1ccccc1)C2	-18.1%
COc1ccc(NC(=O)CN2C(=O)C(c3ccccc3)=NC23CCC(C)CC3)cc1Cl (stereo unspecified)	?
COc1ccc(Cl)cc1NC(=O)C1CCCN(S(=O)(=O)c2ccc3c(c2)CCCC(=O)N3)C1 (stereo unspecified)	-12.4%
Cc1ccccc1Cc1c(C)nc2nc(SCC(=O)N(C)c3ccccc3)nn2c1C	?
COc1cccc(-c2cc(C3CCN(S(=O)(=O)c4ccc(C(C)=O)cc4)CC3)[nH]n2)c1	?
CCc1noc(-c2ccn3c(CNC(=O)Cc4ccccc4Cl)nnc3c2)n1	?
COc1ccc(/C=C/C(=O)Nc2ccc3nc4c(c(Nc5ccccc5OC)c3c2)CCCC4)cc1	1.26µM*
O=C(NCc1ccc2c(c1)CCN2C(=O)c1ccc(Cl)cc1)c1cccc(F)c1	105.8%[activator]
COCC1CN(C(C)=O)CC12CCN(Cc1ccc3[nH]ccc3c1)CC2 (stereo unspecified)	9.5%
Cc1ccc(OCc2cc(=O)n3c4c(sc3n2)CCCC4)c(C)c1	28.3%
O=C(NCc1ccccc1Cl)C1CCC(CNS(=O)(=O)c2ccc(Br)s2)CC1 (stereo unspecified)	i
Cc1ccc(NC(=O)CN2C(=O)CCc3cc(S(=O)(=O)N4CCCCC4)ccc32)cc1N(C)C	-9.0%
Cc1cc(NC(=O)CCCn2c(C)c3cnn(-c4ccccc4)c(=O)c3c2C)ccc1Br	11.2µM*
O=C(C1CCC1)N1CCC(O)(c2csc(CN3CCc4ccccc4C3)n2)CC1	?
(listing goes on)
SMILES	Pf Dd2 inh
CNC(=O)[C@@H]1CN(C(=O)C2(c3ccc(OC)cc3)CC2)C[C@H]1COC	24.9%
CC(C)c1ccc(-c2noc(SCC(=O)N(C)c3ccc(F)cc3)n2)cc1	0.794µM*
O=C(c1ccc(F)cc1)N1C[C@@H]2C[C@H](C1)c1c(-c3cncnc3)ccc(=O)n1C2	-15.7%[44.1 µM]
O=C(CCn1c(=O)c2ccccc2n(Cc2ccc(F)cc2Cl)c1=O)NCc1ccc2c(c1)OCO2	i
COc1ccc(C2Cn3nnc(-c4noc(-c5ccc(C)s5)n4)c3CO2)cc1 (stereo unspecified)	i
CCCN(C(=O)c1cc2c(s1)-c1ccccc1OC2)c1ccccc1F	-25.9%
N#Cc1ccc(CN2CCn3c(nnc3-c3cccnc3)C2)cc1	i
O=C(Cn1c(=O)n(Cc2ccco2)c(=O)c2cccnc21)Nc1ccccc1F	?
O=C1[C@H]2CN(Cc3ccccc3Cl)C[C@H]2C(=O)N1CCN1CCc2ccccc2C1	?
CCN(CC)c1cc(CCC(=O)N(C)Cc2ccccc2)ccn1	?
O=C1[C@@H]2C[C@@H](CN2C(=O)c2cncnc2)Oc2ccccc2N1Cc1ccc(OC(F)(F)F)cc1	?

Shown field by field: four of the compounds above
> CCCN(C(=O)c1cc2c(s1)-c1ccccc1OC2)c1ccccc1F
- Pf Dd2 inh: -25.9%
> CNC(=O)[C@@H]1CN(C(=O)C2(c3ccc(OC)cc3)CC2)C[C@H]1COC
- Pf Dd2 inh: 24.9%
> N#Cc1ccc(CN2CCn3c(nnc3-c3cccnc3)C2)cc1
- Pf Dd2 inh: i
> O=C(CCn1c(=O)c2ccccc2n(Cc2ccc(F)cc2Cl)c1=O)NCc1ccc2c(c1)OCO2
- Pf Dd2 inh: i
